RGS4 pot – RGS4 potentiators or activators, primary screen, cell-based, HEK293 M3R inducible RGS4, calcium flux | carbachol calcium flux Fluo4; hits give low values | B-score at 10 µM | 310,000 tested, 0.92% active;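 active means B-score of the integrated calcium signal more than 4 SD below the library mean, with starting fluorescence not abnormally high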;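 further: negative B-score means reduced calcium response which marks RGS4 activation or potentiation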
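test system = HEK293 cells with stable M3R and inducible RGS4 | schedule = recording 10 s baseline at 1 Hz, 100 s post-agonist | technique = Fluo4-AM (2 µM) calcium-flux fluorescence, kinetic read | measure = Agonist-evoked peak-minus-minimum fluorescence over baseline, integrated ratio, B score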
GSK3 alpha inh – blockers of GSK3A enzyme activity – biochemical, luminescence, cell-free homogeneous, HTS, primary screen. GSK-3 alpha kinase, ADP-Glo luminescence, 60 min. inhibition, % at 10 µM. 320,000 tested, 0.1% active. AID 2650, 2010;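 in the data active means inhibition above about 50%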;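 further: GST-tagged GSK-3 alpha with peptide substrate and 25 µM ATP; 0% = DMSO neutral wells and 100% = GW8510 positive control wells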
hERG rescue – hERG rescue from dofetilide block, primary screen, cell-based, CHO-hERG, FluxOR thallium flux, dofetilide IC70; Voltage-gated inwardly rectifying potassium channel KCNH2 (Homo sapiens), Q12809; dofetilide IC70 present; activation (rescue from dofetilide block), less the hit threshold, % at 10 µM; 310,000 tested, 0.51% active; AID 1511, 2009;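 active means activation above the mean of controls blocked by dofetilide plus 5 SD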;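 further: thallium influx through hERG after potassium depolarization seen as dye fluorescence rise; in these data hits start at about 4.7%; inactives centre near -7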
RGS4 block – RGS4 inhibitors, primary screen, cell-based, HEK293 M3R inducible RGS4, calcium flux; Fluo-4 calcium flux; hits give high values; triggered by carbachol at its EC20; B-score at 10 µM; 310,000 tested, 0.45% active; AID 463165, 2010;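 active means B-score, a plate-corrected calcium signal, over three deviations above library mean, with baseline fluorescence within five deviations of library mean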;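 further: RGS4 expression induced by doxycycline in cells with stable M3 receptor; B-score is computed from the integrated fluorescence ratio over baseline after carbachol; higher B-score means a larger calcium signal and so more RGS4 inhibition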
Target sequence (P49798 whole entry, looked up): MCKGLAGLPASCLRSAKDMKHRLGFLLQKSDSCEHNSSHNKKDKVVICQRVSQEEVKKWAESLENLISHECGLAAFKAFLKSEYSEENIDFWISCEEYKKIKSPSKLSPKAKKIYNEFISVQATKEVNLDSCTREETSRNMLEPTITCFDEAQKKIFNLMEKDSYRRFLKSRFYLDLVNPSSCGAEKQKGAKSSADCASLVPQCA
GSK3beta inhib – human GSK3beta kinase inhibitors, primary screen, biochemical, cell-free homogeneous, HTS | Glycogen synthase kinase-3 beta (Homo sapiens), P49841 | GST-GSK3beta kinase, ADP-Glo luminescence, 60 min; hits give low values | activity score (negative = inhibition), % at 10 µM | 300,000 tested, 0.038% active | AID 2097, 2009;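 active means more than half of replicate wells score below -50%, meaning over 50% inhibition versus plate controls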;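 further: 0% = median DMSO wells and -100% = median GW8510 positive control wells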
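Test system: GST-fused GSK3beta enzyme, cell-free | Quantity: 1.6 ng GST-GSK3beta enzyme per well | Reagent: 25 µM ATP with peptide substrate | Schedule: 60 min enzyme reaction, room temperature | Signal: Luminescent ADP-Glo measurement of ADP formed | Read-out basis: Score relative to plate controls | Control set: DMSO and 20 µM GW8510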
KCNQ1 inh – inhibitors of human KCNQ1 channel, primary screen, cell-based, thallium flux, high-throughput; Potassium voltage-gated channel subfamily KQT member 1 (Homo sapiens), P51787; CHO-K1 KCNQ1, FluxOR thallium flux fluorescence; hits give high values; B-score at 10 µM; 310,000 tested, 1.3% active;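 active means compounds whose thallium flux B-score, printed positive for inhibition, exceeds three library SD while starting fluorescence stays within three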;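 further: channel opened by potassium depolarization with thallium stimulus after 20 min compound exposure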
PolyA inhibitor – polyadenylation inhibitors in yeast reporter cells, primary screen, luminescence, S. cerevisiae | S. cerevisiae SKY197-pL101 polyadenylation reporter, beta-gal luminescence; efflux-impaired pdr1/pdr3 knockout yeast; score 100 = 6 SD above DMSO | calls only at 12 µM | 300,000 tested, 0.02% active | AID 1875, 2009;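 active means lowest replicate activity score at least 50, where 100 means six control SD above control mean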;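 further: yeast exposed to compound for 9 h at 30 °C; higher score means more reporter readthrough which indicates perturbed polyadenylation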
KCNQ1 pot – potentiators or activators of KCNQ1 channel, primary screen, cell-based, thallium flux, high-throughput | CHO-K1 KCNQ1, thallium flux FluxOR fluorescence; hits give high values | B-score at 10 µM | 310,000 tested, 0.35% active;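 active means fluorescence ratio B-score, a plate-corrected score, at least three library SD, with initial intensity B-score within 5 SD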
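System: CHO-K1 cells stably expressing KCNQ1 / Medium: assay buffer for compound exposure, DMSO matched across wells / Reagent: thallium- and potassium-containing depolarizing buffer / Compound: one concentration, matched DMSO / Incubation: 20 min compound pretreatment at room temperature / Measured by: kinetic FluxOR fluorescence, 10 s baseline plus 110 s post-stimulus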
KCNK3 block – human KCNK3 channel inhibitors, primary screen, CHO cells, FluxOR thallium flux, B-score; 340,000 tested, 0.84% active; Potassium channel subfamily K member 3 (Homo sapiens), O14649; FluxOR fluorescence; hits give low values; B-score at 10 µM;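 active means B-score under library mean minus 4 SD, starting fluorescence ratio at most library mean plus 5 SD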;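 further: more negative B-score means stronger inhibition of thallium flux through KCNK3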
Target sequence (O14649 whole entry, looked up): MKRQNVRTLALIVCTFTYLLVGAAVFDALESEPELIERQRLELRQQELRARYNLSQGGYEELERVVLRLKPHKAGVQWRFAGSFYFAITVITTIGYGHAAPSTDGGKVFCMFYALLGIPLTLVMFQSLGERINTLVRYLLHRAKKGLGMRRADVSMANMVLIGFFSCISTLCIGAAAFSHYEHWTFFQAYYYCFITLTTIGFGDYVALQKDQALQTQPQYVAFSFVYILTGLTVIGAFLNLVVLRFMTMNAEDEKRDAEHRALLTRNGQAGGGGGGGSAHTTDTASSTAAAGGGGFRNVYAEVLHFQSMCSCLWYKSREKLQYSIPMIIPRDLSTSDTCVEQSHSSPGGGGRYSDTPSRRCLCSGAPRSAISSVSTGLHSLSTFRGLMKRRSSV
DYRK1A inh – rat Dyrk1A kinase inhibitors, primary screen, biochemical, single point, plate reader | ADP-Glo luminescence, NFATc1 peptide | 310,000 tested, 0.43% active | inhibition, % at 12.5 µM | AID 504441, 2011 | Dual specificity tyrosine-phosphorylation-regulated kinase 1A (Rattus norvegicus), Q63470; in the data active means inhibition above about 50%;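 further: plate controls were vehicle with enzyme for no effect and no enzyme for full effect; many of its hits are not listed in these tables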
KCNK9 block – KCNK9 potassium channel inhibitors, primary screen, HEK293 cells, thallium flux | Potassium channel subfamily K member 9 (Homo sapiens), Q9NPC2 | AID 488922, 2010 | B-score at 10 µM | 310,000 tested, 1.2% active | FluxOR thallium flux fluorescence; hits give low values;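 active means ratio B-score over 3 SD below the library mean, with starting fluorescence within 5 SD of its mean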;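 further: negative B-score means less thallium flux so channel inhibition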
Target sequence (Q9NPC2 whole entry, looked up): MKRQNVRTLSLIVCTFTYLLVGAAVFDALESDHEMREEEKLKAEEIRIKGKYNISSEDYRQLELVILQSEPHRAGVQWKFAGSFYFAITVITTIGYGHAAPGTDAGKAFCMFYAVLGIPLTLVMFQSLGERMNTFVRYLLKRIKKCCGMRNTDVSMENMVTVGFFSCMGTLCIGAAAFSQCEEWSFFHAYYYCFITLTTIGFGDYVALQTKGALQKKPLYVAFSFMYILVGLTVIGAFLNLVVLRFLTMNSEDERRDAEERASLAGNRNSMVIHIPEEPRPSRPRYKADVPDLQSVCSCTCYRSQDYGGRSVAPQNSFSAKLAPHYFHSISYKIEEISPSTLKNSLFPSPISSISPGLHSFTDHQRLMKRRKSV
Numbers without * were called inactive; i = inactive; nt = no result given. A portion of the library; rates above refer to the full screens.

Fields: KCNQ1 pot | DYRK1A inh | KCNK3 block | GSK3 alpha inh | KCNQ1 inh | GSK3beta inhib | hERG rescue | RGS4 pot | PolyA inhibitor | RGS4 block | KCNK9 block
> Nc1cc(N2CCNCC2)ccc1[N+](=O)[O-]
    i | -1 | i | 0 | i | 1 | -3 | i | i | i | i
> CN=C(SCc1cc2c(cc1Cl)OCO2)c1c(O)n(C)c(=O)n(C)c1=O
    i | -1 | i | -1 | i | 1 | -8 | i | nt | i | i
> O=C(O)c1cccc2c1NC(c1cccc([N+](=O)[O-])c1)C1CC(Sc3ccccc3[N+](=O)[O-])C(Cl)C21 (stereo not given)
    16* | 2 | i | nt | i | -4 | -3 | i | i | i | i
> COC(=O)CC1(CC(=O)OC)C(=O)N(c2ccccc2)C(=O)N(c2ccccc2)C1=O
    i | nt | i | -3 | i | -2 | -3 | i | i | i | i
> CCCCn1c(O)c(C(C)=NCCCN(CC)CC)c(=O)[nH]c1=O
    i | 4 | i | 13 | i | -2 | -10 | i | i | i | i
> CCCCN1C(=O)/C(=C/c2ccc(N3CCCCCC3)cc2)C(=O)NC1=S
    i | nt | nt | 0 | i | 4 | 2 | i | i | i | i
> Cc1ccc(-c2cc(C(F)F)n3ncc(C(=O)N4CCC5(CC4)OCCO5)c3n2)cc1
    i | -4 | i | -1 | i | nt | -2 | i | i | i | i
> FC(F)(F)c1ccc(CNCCc2ccc3c(c2)OCO3)cc1
    i | -3 | i | -7 | i | -1 | -7 | i | i | i | i
> CCOc1cc(C=C2C(=O)NC(=O)NC2=O)cc([N+](=O)[O-])c1O
    i | nt | nt | -2 | i | 3 | -4 | i | i | i | i
> CCCCCn1c(=O)c(C(=O)Nc2ccccc2S(N)(=O)=O)c(O)c2ccccc21
    i | -1 | i | -2 | 9* | 0 | -10 | i | i | i | i
> O=C(CCc1nnc2ccc(NCc3ccc(F)cc3)nn12)N1CCC2(CC1)OCCO2
    i | 2 | i | 0 | i | 1 | -9 | i | i | i | i
> NC(Cc1ccccc1)c1nc2ccccc2[nH]1 (stereo not given)
    i | 5 | i | -3 | i | 2 | -8 | i | i | i | i
> CCC12C=CCN3CCC4(c5cc(Br)c(OC)cc5N(C)C4C(O)(C(=O)OC)C1OC(C)=O)C32 (stereo not given)
    i | -2 | i | 0 | i | 2 | -9 | i | i | i | i
> O=C(Nc1cccc2ccccc12)c1nn(C23CC4CC(CC(C4)C2)C3)cc1Br
    i | 5 | i | -3 | i | -2 | -19 | i | nt | i | i
> O=C(Nc1ccc(Cl)cc1)O/N=C(\c1ccccc1)c1ccccn1
    i | 1 | i | -2 | i | -5 | -10 | i | i | i | i
> CCN1C[C@@]2(COC)C3[C@@H](OC)[C@H]4[C@@H]1[C@@]3(C1C[C@H]3[C@H](OC(=O)c5ccccc5)C1[C@]4(OC(C)=O)C[C@H]3OC)[C@@H](OC)C[C@H]2O (stereo not given in full)
    i | nt | nt | -2 | i | 3 | -4 | i | i | i | i
> CC(C)NC(C)C(=O)C12CC3CC(CC(C3)C1)C2 (stereo not given)
    i | -4 | i | -4 | i | 1 | -8 | i | i | i | i
> Cc1cccc(N2C(=O)NC(=O)/C(=C\c3cccn3-c3ccc(Cl)cc3)C2=O)c1
    i | -1 | i | -1 | i | -2 | -2 | i | i | i | i
> CC1CCCCN1C(=O)c1ccc(N2CC3CC(C2)c2cccc(=O)n2C3)c([N+](=O)[O-])c1 (stereo not given)
    i | 4 | i | -4 | i | 0 | -9 | i | i | i | i
> FC(F)(F)c1ccccc1CN1CCN(Cc2ccccc2)CC1
    i | 4 | i | 2 | i | 2 | -6 | i | i | i | i
> Cc1cc([N+](=O)[O-])c(Cl)cc1NC(=O)C(C)C
    i | 3 | i | -1 | i | 2 | -4 | i | i | i | i
> O=C(c1ccc(Cl)cc1)C1CCCN(Cc2cccc3ncccc23)C1 (stereo not given)
    i | 1 | i | 4 | i | 4 | -27 | i | i | i | i
> NC(Cc1ccccc1)Cc1ccccc1
    i | 3 | i | 0 | i | -2 | -2 | i | i | i | i
> Cc1c(C)c2ccc(OCC(=O)N3C[C@H]4C[C@@H](C3)c3cccc(=O)n3C4)c(C)c2oc1=O
    i | 2 | i | 2 | i | -2 | -9 | -8.7* | i | i | i
> O=c1[nH]c(CN2CC=C(c3ccccc3)CC2)nc2cc(C(F)(F)F)ccc12
    i | -23 | i | -3 | i | 1 | -9 | i | i | i | i
> Cn1c(O)c(C(=O)c2ccccc2Cl)c(=O)n(C)c1=O
    i | 1 | i | -2 | i | -1 | -3 | i | i | i | i
> Cc1ccc(OCCOc2cccc(C=C3C(=O)NC(=O)NC3=O)c2)c(C)c1
    i | 2 | i | 2 | i | 1 | -3 | i | i | i | i
> Cc1cccc(N2C(=O)NC(=O)/C(=C\C=C\c3ccco3)C2=O)c1
    i | -1 | i | 3 | i | 1 | -20 | i | i | 17* | i
> O=c1[nH]c(=O)n(Cc2ccc(F)cc2)c(O)c1C=NCc1cccnc1
    i | -3 | i | 1 | i | 1 | -10 | i | i | i | i
> COc1ccc(OC)c(CC(=O)N(C)C2CCCN(Cc3ccccc3F)C2)c1 (stereo not given)
    i | -3 | i | -1 | i | -1 | 0 | i | i | i | i
> Brc1ccccc1
    i | -5 | i | -2 | i | 2 | -8 | i | i | i | i
> CCCCCn1c(=O)c(C(=O)Nc2nc3ccccc3[nH]2)c(O)c2ccccc21
    i | 0 | i | -1 | i | 6 | -17 | i | i | i | i
> CN(C)c1ccc(P(=S)(N(C)C)N(C)C)cc1
    i | 3 | i | -2 | i | 5 | -13 | i | i | i | i
> Cc1ccc(C(=O)N/C(=C\Cl)P(=O)(c2ccccc2)c2ccccc2)cc1
    i | -1 | i | -2 | i | -2 | -6 | i | i | i | i
> OC1(CN2CCOCC2)C2CC3CC(C2)CC1C3 (stereo not given)
    i | 4 | i | -1 | i | 2 | -9 | i | i | i | i
> Cc1nn(Cc2ccccc2)c(C)c1C(=O)OCC(=O)NC1CCS(=O)(=O)C1 (stereo not given)
    i | -4 | i | -1 | i | -2 | -4 | i | i | i | i
> CC(=O)OC1N=C(c2ccccc2)c2cc(Br)ccc2NC1=O (stereo not given)
    i | 5 | i | nt | i | 5 | -20 | i | i | i | i
> COC(=O)C1=C(c2cccc(OC)c2OC)C[C@@H]2CC[C@H]1N2C(=O)NCc1ccccc1
    i | 4 | i | -1 | i | -1 | -12 | i | i | i | i
> CC(C)CCC1(CCc2ccncc2)C(=O)NC(=O)NC1=O
    i | 2 | i | -2 | i | 0 | -11 | i | i | i | i
> O=C(NC1CN2CCC1CC2)c1cccc(Cl)c1 (stereo not given)
    i | 0 | i | -1 | i | 9 | -5 | i | i | i | i
> CC(C)Oc1cccc(C(=O)C2CCCN(C3CCOCC3)C2)c1 (stereo not given)
    i | 12 | i | 1 | i | 2 | -2 | -7.9* | i | i | i
> COCCOC(=O)c1c(C)n(C)c2ccc(OC(=O)N(C)C)cc12
    i | 4 | i | -2 | i | 0 | -11 | i | i | i | i
> Cc1nn(-c2ccccc2)c(C)c1NC(=O)COC(=O)Cc1ccccc1
    i | 8 | i | -1 | i | 0 | -16 | i | i | i | i
> CC(=O)c1ccccc1NC(=O)C1C2CCC(O2)C1C(=O)O (stereo not given)
    i | nt | nt | -2 | i | 0 | -5 | i | nt | i | i
> Cc1cc(/C=C2\C(=O)NC(=O)N(c3ccc(Cl)cc3)C2=O)c(C)n1C
    i | 0 | i | -2 | i | -1 | -18 | i | i | i | i
> O=[N+]([O-])c1cccc(NP(=O)(Oc2ccccc2)Oc2ccccc2)c1
    i | 5 | i | 0 | i | 2 | -10 | i | i | i | i
> O=C(c1cccn2c(=O)c3ccccc3nc12)N1CCC2(CC1)OCCO2
    i | 2 | i | -1 | i | -2 | -10 | i | i | i | i
> CC(C(=O)c1ccccc1)N1C(=O)c2ccccc2C1=O (stereo not given)
    i | -11 | i | 2 | i | -3 | -11 | i | i | i | i
> CCCCn1c(=O)c(C(=O)NCc2ccc(Cl)cc2)c(O)c2ccccc21
    i | -1 | i | 1 | i | -1 | -12 | i | i | i | i
> OC(Cn1c2ccccc2c2ccccc21)C[n+]1cccc2ccccc21 (stereo not given)
    i | 9 | i | -2 | i | -1 | -5 | -7.9* | i | i | i

Entries of single compounds as entered above.
`COc1ccc(OC)c(CC(=O)N(C)C2CCCN(Cc3ccccc3F)C2)c1` (stereo not given) across the screens: KCNQ1 pot = i; DYRK1A inh = -3; KCNK3 block = i; GSK3 alpha inh = -1; KCNQ1 inh = i; GSK3beta inhib = -1; hERG rescue = 0; RGS4 pot = i; PolyA inhibitor = i; RGS4 block = i; KCNK9 block = i
`CC(=O)c1ccccc1NC(=O)C1C2CCC(O2)C1C(=O)O` (stereo not given) across the screens: KCNQ1 pot = i; DYRK1A inh = nt; KCNK3 block = nt; GSK3 alpha inh = -2; KCNQ1 inh = i; GSK3beta inhib = 0; hERG rescue = -5; RGS4 pot = i; PolyA inhibitor = nt; RGS4 block = i; KCNK9 block = i
